Bioassay records: PubChem BioAssay, several laboratories
Vif imaging: HIV Vif self-association inhibitors, primary screen, imaging, HEK293T, single point. inhibition, % at 7.49 µM. AID 602346, 2012. 340,000 tested, 0.35% active. HEK293T cells, Vif self-association by quenched fluorescence, 24 h; in the data active = inhibition above about 50%, passing the limit was not always enough; also: some results filed as inactive read as strong as hits
NR2E3 ag-1: inhibitors of NR2E3-RetCOR corepressor binding, primary screen, NR2E3 agonist project, biochemical, TR-FRET, GST-NR2E3, biotin-RetCOR; Photoreceptor-specific nuclear receptor (Homo sapiens), Q9Y5X4; 1536-well; inhibition of corepressor binding, % at 4.78 µM; 320,000 tested, 0.12% active; AID 2300, 2010;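 active = percent inhibition above the cutoff of mean plus 3 SD of all tested compounds, set per screening campaign, cut at about 20% in these data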;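 also: 0% = DMSO wells and 100% = biotin wells as full block of FRET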
Target sequence (Q9Y5X4 whole entry, looked up): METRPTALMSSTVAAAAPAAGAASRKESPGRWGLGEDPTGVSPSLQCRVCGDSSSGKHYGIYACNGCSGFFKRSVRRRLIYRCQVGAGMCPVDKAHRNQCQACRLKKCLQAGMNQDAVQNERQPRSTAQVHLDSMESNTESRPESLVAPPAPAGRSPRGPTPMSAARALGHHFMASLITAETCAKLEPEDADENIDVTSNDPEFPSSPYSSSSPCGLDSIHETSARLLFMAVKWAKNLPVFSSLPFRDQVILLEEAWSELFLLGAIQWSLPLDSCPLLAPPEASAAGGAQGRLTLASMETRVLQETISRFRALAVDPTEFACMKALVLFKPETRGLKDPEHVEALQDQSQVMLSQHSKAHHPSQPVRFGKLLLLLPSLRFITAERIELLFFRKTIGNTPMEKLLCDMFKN
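Material: NR2E3–RetCOR corepressor complex / Amount: 1.35 nM GST-NR2E3 / Medium: Tris pH 7.5 / Compound: single nominal compound dose of 4.8 µM / Incubation: 5 h at 4 °C / Technique: TR-FRET, Eu(K)-anti-GST donor, streptavidin-D2 acceptor, ex 340, em 617/671 nm / Read-out basis: percent loss of FRET ratio relative to control wells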
Granule exo inh: LAMP-1 surface exposure blockers, TALL-104 cells – cell-based, flow cytometry, MLPCN library, primary screen; TALL-104 LAMP-1 surface exposure; cells stimulated with thapsigargin and PMA; AID 651702, 2012; 360,000 tested, 0.66% active; inhibition, % at 10 µM;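 active = inhibition above about 55%, limit read from the data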
MITF TRPM1 inh: inhibitors of MITF-dependent TRPM1 promoter reporter, primary screen, cell-based, SK-MEL-5, single point, luciferase. inhibition, % at 12.5 µM. SK-MEL-5 TRPM1 promoter luciferase, 24 h. 330,000 tested, 0.83% active;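 active = mean inhibition across replicates of 60% or more, whatever share of single replicates reaches that level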; also: values of inactives mirror those of a sister screen read the other way
iPSC survival up: enhancers of single-cell hiPSC survival, primary screen, ATPlite luminescence | 100% = ROCK inhibitor wells, 0% = DMSO | survival enhancement, % at 20 µM | 360,000 tested, 0.044% active; in the data active = survival enhancement above about 18%;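 also: cells exposed to compounds for 16 hours before the ATP read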
Peg3 prom inh: Peg3 promoter-driven luciferase inhibitors, primary screen, cell-based, HeLa, luciferase luminescence; inhibition, % at 20 µM; HeLa PEG-Prom luciferase reporter, overnight; 360,000 tested, 1.7% active; AID 588405, 2011;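 active = inhibition of at least 50% at 20 µM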
CaV13 ICDI inh: Primary screen for inhibitors of IQ motif and Ca2+-dependent inactivation inhibitor domain binding in CACNA1D, Förster resonance energy transfer in living cells, …; HEK cells, CFP/YFP FRET ICDI-IQ, plate reader, 10 min; percent FRET-ratio fall versus neutral wells; inhibition, % at 12.3 µM; 340,000 tested, 0.098% active;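 active = mean replicate inhibition of at least 30% and at least 1% of replicates passing that level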;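 also: 0% = median of the neutral control wells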
HIF-2a block: HIF-2a reporter inhibitors, primary screen, luminescence, 786-0 RCC cells | inhibition, % at 18.8 µM | 786-0 RCC cells HIF-2a reporter, luciferase luminescence, overnight | 360,000 tested, 0.72% active;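 active = inhibition of the luminescence signal of 40% or more relative to plate controls, in a single-dose primary screen at 18.75 µM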
aDG glyco act: activators of alpha-DG glycosylation, primary screen, uHTS, Pro5-aDG cells, AlphaScreen; alpha-DG glycosylation AlphaScreen (IIH6); 0% Pro5, 100% B10-LARGE cell signal; activation, % at 10 µM; 360,000 tested, 0.22% active;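 active = activation of at least 8% versus controls, or a plate z-score of at least 8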;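 also: Pro5 are CHO cells carrying HIG-tagged alpha-DG that lacks glycosylation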
PDI inh: inhibitors of human PDI, primary screen, biochemical, turbidity, single point, plate reader; PDI insulin aggregation turbidity, A650, 90 min; inhibition, % at 10 µM; 350,000 tested, 0.052% active; AID 588391, 2011;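 active = mean inhibition across replicates of 30% or more, whatever share of single replicates reach that level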;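 also: absorbance from insulin aggregation driven by PDI reduction with DTT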
Target sequence (P07237 whole entry, looked up): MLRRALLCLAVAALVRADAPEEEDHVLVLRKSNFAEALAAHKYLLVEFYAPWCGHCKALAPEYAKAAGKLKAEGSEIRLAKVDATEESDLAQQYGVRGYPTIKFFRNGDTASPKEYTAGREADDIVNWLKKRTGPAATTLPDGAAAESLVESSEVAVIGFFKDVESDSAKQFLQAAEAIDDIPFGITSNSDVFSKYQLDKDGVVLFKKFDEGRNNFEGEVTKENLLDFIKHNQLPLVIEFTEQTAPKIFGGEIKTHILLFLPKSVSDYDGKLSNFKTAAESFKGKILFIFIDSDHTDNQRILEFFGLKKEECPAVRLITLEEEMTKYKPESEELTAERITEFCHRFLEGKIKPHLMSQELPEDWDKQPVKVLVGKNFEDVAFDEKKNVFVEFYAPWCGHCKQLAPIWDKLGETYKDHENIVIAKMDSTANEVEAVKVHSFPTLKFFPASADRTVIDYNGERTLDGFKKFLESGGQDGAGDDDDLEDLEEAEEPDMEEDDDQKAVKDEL
NR2E3 ag-2: NR2E3 agonists in two-hybrid cells, primary screen, cell-based, luminescence, CHO-S, Gal4-NCOR/VP16-NR2E3. inhibition of corepressor binding, % at 3.98 µM. Photoreceptor-specific nuclear receptor (Homo sapiens), Q9Y5X4. luciferase. AID 602229, 2012. 360,000 tested, 0.35% active;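 active = inhibition above the mean of all tested compounds plus 3 SD, cut at about 70% in these data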;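 also: 0% = DMSO with NR2E3 transfected cells and 100% = cells lacking NR2E3 construct; higher means lower luciferase signal from less NR2E3 corepressor binding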
The depositor's hits bear a star; . = no result given. No enrichment for hits. Share with any hit: about 3.5%.

SMILES | Vif imaging | NR2E3 ag-1 | Granule exo inh | MITF TRPM1 inh | iPSC survival up | Peg3 prom inh | CaV13 ICDI inh | HIF-2a block | aDG glyco act | PDI inh | NR2E3 ag-2
Cc1ccc(CN2C(=O)CCC2C(=O)NCCN2CCN(c3cccc(Cl)c3)CC2)cc1 (stereo unspecified) | -5 | 4 | -2 | 3 | -0.8 | 5 | -4 | 10 | 0.2 | 1 | 18
O=C(Nc1cccnc1)C1=NN(C2CCS(=O)(=O)C2)C(=O)CC1 (stereo unspecified) | 6 | -1 | -4 | -10 | -0.8 | 14 | -4 | 19 | 0.5 | 5 | -14
Cc1cccc(N=C2C(=O)Nc3c(Cl)cccc32)c1 | 3 | 4 | -8 | 5 | -0.3 | -17 | -22 | -17 | 0.6 | 4 | -36
CCOC(=O)c1sc2nc[nH]c(=O)c2c1C | 3 | -2 | -1 | -4 | -2.6 | -27 | . | -15 | 0.2 | 0 | 8
O=C(NCc1ccco1)C1Cc2cc(Cl)ccc2O1 (stereo unspecified) | -5 | 3 | 14 | 0 | 0.0 | 1 | -3 | -16 | 0.1 | -7 | -16
CCN1CCN(CCCNC(=O)c2ccc(NC(=O)C3=C(C)OCCS3)cc2)CC1 | 1 | 3 | 0 | -4 | -0.4 | -17 | -3 | -1 | 0.1 | 3 | -25
COc1ccccc1Nc1ncc(C(C)=O)c(C)n1 | -6 | -4 | -2 | -26 | -2.9 | -145 | . | -131 | 0.4 | -5 | -32
CN(CCc1ccccn1)C(=O)c1ccc(OC(F)(F)F)cc1 | -5 | 0 | 0 | 0 | -0.5 | -14 | 15 | -23 | -0.6 | 6 | 14
COc1ccc(/C=C2\COc3ccccc3C2=O)c(OC)c1 | 16 | 2 | -10 | -33 | 0.0 | -43 | -4 | -117 | 0.2 | -9 | -29
Cc1cc(Cl)c(S(=O)(=O)Nc2ccc(S(=O)(=O)N3CCOCC3)cc2)cc1OCC(N)=O | 4 | -1 | 1 | -11 | 0.3 | 16 | 5 | 19 | 0.2 | 4 | -7

Two of the compounds above, tab-delimited:
mol	Vif imaging	NR2E3 ag-1	Granule exo inh	MITF TRPM1 inh	iPSC survival up	Peg3 prom inh	CaV13 ICDI inh	HIF-2a block	aDG glyco act	PDI inh	NR2E3 ag-2
COc1ccccc1Nc1ncc(C(C)=O)c(C)n1	-6	-4	-2	-26	-2.9	-145	.	-131	0.4	-5	-32
CN(CCc1ccccn1)C(=O)c1ccc(OC(F)(F)F)cc1	-5	0	0	0	-0.5	-14	15	-23	-0.6	6	14

Just PDI inh, for 2 of the compounds above:
| smiles | PDI inh |
| --- | --- |
| O=C(Nc1cccnc1)C1=NN(C2CCS(=O)(=O)C2)C(=O)CC1 (stereo unspecified) | 5 |
| Cc1cccc(N=C2C(=O)Nc3c(Cl)cccc32)c1 | 4 |

Going on with the list:
SMILES | Vif imaging | NR2E3 ag-1 | Granule exo inh | MITF TRPM1 inh | iPSC survival up | Peg3 prom inh | CaV13 ICDI inh | HIF-2a block | aDG glyco act | PDI inh | NR2E3 ag-2
O=C(Nc1ccc(Br)cc1)N1CCCCCC1 | -5 | 4 | 0 | -81 | -0.4 | -231 | -6 | -218 | 0.0 | 7 | -90
NC(=O)c1nsc(C(=O)N(c2cccc(F)c2)C(C(=O)NCc2ccccc2)c2ccc(O)cc2)c1N (stereo unspecified) | -13 | 4 | 13 | -24 | -0.4 | 26 | -4 | -35 | -0.1 | -4 | 2
CCOc1ccc(NC(=O)CCN2C(=O)c3ccccc3C2=O)cc1 | -4 | 2 | -8 | -3 | -0.4 | 4 | -20 | -1 | -0.1 | 0 | -22
CCC(CC)NC(=O)Cc1ccc(F)cc1 | -1 | 2 | -2 | 13 | -0.2 | 8 | -6 | 21 | -0.4 | 0 | -16
CC(C)n1c(SCc2cc(=O)[nH]c3ccccc23)nc2c1c(=O)n(C)c(=O)n2C | . | 2 | 0 | 2 | -1.2 | 17 | -9 | 6 | 0.7 | 0 | -15
CSc1ccc(CNC(=O)c2ccc(NC(=O)C3=CSCCO3)cc2)cc1 | -6 | 0 | 0 | -8 | 0.7 | -35 | -9 | -5 | -0.2 | 4 | 0
CCOC(=O)C1=CN(Cc2cccc(-c3cccnc3)c2)S(=O)(=O)N(CC)C1C (stereo unspecified) | 3 | . | -1 | -3 | 0.8 | -17 | -4 | -51 | 0.1 | 5 | 4
O=C(NCCc1ccccc1F)C1CCC(=O)N(Cc2ccc(Cl)cc2)C1 (stereo unspecified) | -2 | 1 | -3 | 9 | -0.2 | 9 | -4 | 1 | 0.1 | 18 | -16
Fc1ccccc1CNc1ncnc2sccc12 | -8 | 1 | 17 | 19 | -0.3 | -11 | -5 | 8 | 1.7 | 0 | 100*
COc1cc(C(Nc2ccc3c(c2)OCO3)C(=O)NC2CCCCC2)cc(OC)c1OC (stereo unspecified) | -1 | 1 | 2 | 24 | 5.4 | 32 | -3 | 16 | 0.0 | 1 | -7
Cc1cc(C)c2c(N)c(C(=O)NN3CC(=O)N(c4ccccc4F)CC3=O)sc2n1 | 19 | -1 | -8 | -9 | 6.5 | 7 | -5 | 0 | 0.0 | 0 | -5
Cc1ccccc1N1CCN(Cc2c(C#N)c3ccccc3n2C)CC1 | . | 3 | 13 | 13 | 1.0 | -3 | -10 | 7 | 0.1 | -1 | -14
CCOc1ccc(NC(=O)CN(C)C(=O)C(C)Oc2ccc(Cl)cc2)cc1OCC (stereo unspecified) | -13 | . | -1 | 17 | 0.4 | 2 | -5 | 8 | -0.1 | 0 | -1
COC(=O)C1C(=O)NC(SC)=C(C#N)C1c1ccccc1F (stereo unspecified) | 9 | 2 | -1 | 1 | 0.2 | 6 | -10 | 25 | 0.0 | 9 | -18
Cc1ccccc1-c1cnc(C(O)c2ccc(F)cc2)[nH]1 (stereo unspecified) | -1 | . | -1 | . | 2.8 | -171 | -6 | -188 | -0.1 | -24 | -67
CCc1ccc([C@@H]2CC(=O)[C@@H]3CN(S(=O)(=O)c4ccccc4C)[C@H](c4ccc(Cl)cc4)C[C@@H]3N2S(=O)(=O)c2ccc(C)cc2)cc1 | -9 | . | -1 | . | -0.7 | 5 | -8 | 3 | 0.4 | . | -4
C=CCOC(=O)C1=C(C)OC(N)=C(C#N)C1c1c(C)nn(-c2ccccc2)c1Cl (stereo unspecified) | -3 | 3 | -2 | 8 | -0.2 | -14 | -1 | 25 | 0.0 | -4 | 3
CCOC(=O)C(NC(=O)c1ccccc1)(Nc1cc(C)on1)C(F)(F)F (stereo unspecified) | 10 | 0 | 4 | -1 | 0.3 | 8 | -5 | 15 | 0.0 | -1 | -24
COc1ccc(C2N(c3cc(C)on3)C(=O)C3CCCN32)cc1OC (stereo unspecified) | 7 | -1 | -1 | 7 | 2.3 | 6 | -4 | 10 | -0.1 | 3 | -1
COc1ccc(S(=O)(=O)N2CCCCC2)cc1NC(=O)[C@@H]1CCCN1C(=O)c1cccs1 | -2 | 3 | 4 | 2 | -0.3 | 0 | -2 | 2 | 1.3 | -3 | 4
CCN(CC)c1ccc(C=C(c2nnnn2-c2ccc(C)cc2)c2nnnn2-c2ccc(C)cc2)cc1 | 0 | 3 | 0 | -11 | -0.1 | 19 | -10 | 16 | -0.1 | 21 | -13
CCS(=O)(=O)C1=NN2C(=N)/C(=C\c3ccc(OC(=O)c4ccco4)c(OC)c3)C(=O)N=C2S1 | -3 | 4 | 8 | 5 | -0.2 | -1 | -3 | 10 | -0.6 | -2 | -16
COc1ccc(/C=C/C(=O)Nc2ccc3nc4n(c(=O)c3c2)CCCC4)cc1 | -10 | 3 | -1 | 4 | -0.7 | 4 | 4 | -3 | 0.4 | 1 | -44
NC(=O)COC(=O)CNC(=O)c1ccc(Cl)cc1 | 1 | -1 | -1 | -8 | -1.1 | 17 | -4 | 18 | 0.0 | 8 | -11
O=C(CNC(=O)c1cccs1)N/N=C/c1c(F)cccc1Cl | -5 | 2 | 2 | -17 | -0.4 | -46 | -4 | -108 | 0.2 | -2 | -18
O=C(c1ccc(CS(=O)(=O)Cc2ccc(Cl)cc2)o1)N1CCCC1 | -3 | 2 | -4 | 15 | 1.7 | 16 | -5 | 8 | 0.2 | 13 | -9
CC1(C)Cc2c(sc(NC(=O)C(=O)N3CCN(CCO)CC3)c2C(N)=O)CO1 | 2 | 3 | -1 | 7 | 1.7 | 15 | -2 | 10 | -0.5 | -1 | -8
CCC(=O)N1CCC2(CC1)Oc1ccc(F)cc1C(=O)C21CC(c2ccccc2)=NO1 (stereo unspecified) | 7 | 0 | 0 | -7 | 15 | -8 | -9 | 1 | -0.2 | -4 | -18
CCCn1c(SCC(=O)c2cc(C)c(C)cc2C)n[nH]c1=O | -3 | -2 | -2 | -9 | 1.2 | -4 | -6 | 0 | 0.0 | 8 | -12
CCCCn1nnnc1C1(C)CCC(=O)N1Cc1cccs1 (stereo unspecified) | . | . | -10 | . | 5.8 | . | -8 | 10 | 0.0 | . | 5
Cc1nc(C(C)N(C)Cc2nc(-c3ccc4c(c3)OCO4)no2)c(C)s1 (stereo unspecified) | -2 | -3 | -3 | 0 | 1.9 | -95 | -4 | -132 | 0.5 | 3 | -35
CCCOc1ccc(F)cc1-c1cc(C(=O)NCc2ccccc2)[nH]n1 | 23 | . | -2 | . | -2.9 | 10 | -6 | 0 | 0.8 | -8 | -9
CNC(=S)N/N=C/c1cn(Cc2ccc(F)cc2)c2ccccc12 | 1 | 1 | 3 | 3 | -0.2 | 16 | -15 | 11 | 2.1 | -6 | -14
CC(C)C(NS(=O)(=O)c1cccc2nsnc12)C(=O)NC1CCCCC1 (stereo unspecified) | 6 | -2 | -1 | 3 | -0.3 | -11 | -3 | 15 | 0.1 | -11 | -16
Cc1ccc(CN(C(=O)c2ccco2)C(C(=O)NC2CCCC2)c2cccnc2)cc1 (stereo unspecified) | -4 | 4 | -2 | 11 | 0.4 | 8 | 0 | 17 | 0.1 | -4 | 10
O=C(COc1ccccc1C(=O)O)Nc1nc2ccc([N+](=O)[O-])cc2s1 | -4 | 4 | 1 | -5 | 1.7 | -60 | -5 | -128 | -0.2 | 4 | -20
COCC(O)CSc1c([N+](=O)[O-])nc(C)n1Cc1ccc(OC)c([N+](=O)[O-])c1 (stereo unspecified) | -2 | 2 | 6 | -5 | 0.9 | 0 | -6 | 4 | 0.2 | 15 | -2
